Source: PubChem BioAssay
All columns: NCI-60 one-dose screen, growth in % after 48 h at 10 µM unless noted; 100 = growth as untreated, 0 = no growth, -100 = all killed.
UO-31: UO-31 renal cancer; 81,000 tested, 5.2% active; AID 1794768
NCI-H522: NCI-H522 lung cancer; 78,000 tested, 8% active; AID 1794739
NCI-H460: NCI-H460 lung cancer; 82,000 tested, 6.8% active
RXF 393: RXF 393 renal cancer cells. 77,000 tested, 6.9% active. AID 1794773
NCI-H322M: NCI-H322M lung cancer; 80,000 tested, 2.7% active
ACHN: ACHN renal cancer; 81,000 tested, 4.9% active
CAKI-1: CAKI-1 renal cancer; 75,000 tested, 4.7% active
786-0: 786-0 renal cancer cells. 81,000 tested, 5.1% active
TK-10: TK-10 renal cancer cells; 81,000 tested, 3.9% active; AID 1794769
* hit, by the source's call; / = no result given; & = joins results of further samples. Rule for the calls: active = growth percent below 10; inactive = the rest.

Molecule,UO-31,NCI-H522,NCI-H460,RXF 393,NCI-H322M,ACHN,CAKI-1,786-0,TK-10
COc1ccc2c(c1)N(CCO)C1=C(C(=O)CCC1)C2c1ccccc1 (stereo not drawn),86,76,104,92,83,98,93,90,82
COc1ccc(Cc2nnc(SCC(=O)Nc3ccc(C)cc3)n2-c2ccccc2)cc1,81,81,107,114,103,115,100,/,113
O=C(Nc1ccc(Cl)c(Cl)c1)OCn1ncc2ccc([N+](=O)[O-])cc21,46,49,100,83,/,84,73,83,93
COc1ccc(CN2CCc3c(Sc4ccccc4OC)nc(N)nc3C2=O)c(OC)c1,76,74,101,106,120,103,94,/,98
COC(=O)/C=C1/Nc2ccccc2SC1C(=O)OC (stereo not drawn),69,104,112,/,116,90,100,114,166
CCOC(=O)CSc1sc(C(=O)OCC)c(N)c1C#N,96,95,101,97,89,114,97,/,102
COc1ccc(C2=NN(C=O)C(c3sc(N4CCOCC4)nc3Cl)C2)cc1 (stereo not drawn),81,92,106,101,89,101,91,95,97
O=C1C=C(Nc2ccc([N+](=O)[O-])cc2)c2ccccc2C1=O,30,21,46,69,75,46,68,67,80
Cc1cc2c3ccccc3[nH]c(=O)n2n1,90,102,107,104,99,106,95,104,107
CC1(/C=C/c2ccc(-c3ccccc3)cc2)CCn2cnc3ncnc(c32)N1O (stereo not drawn),-5.4*,26,3.9*,5.2*,27,6.2*,4.5*,1.9*,34
Cc1cc(=O)oc2cc(OCCCOc3ccc(/C=C/C(=O)Nc4cccc([N+](=O)[O-])c4)cc3)ccc12,102,104,111,131,115,106,105,109,163
O=C(CCCc1ccncc1)c1ccccc1,102,82,112,113,111,103,107,95,95
Cc1cc([N+](=O)[O-])cc(C)c1OC(=O)c1ccc(N=C(N)N)cc1,68,79,89,/,80,86,85,79,79
CC1(C)C=C2[C@H]3CC[C@@H]4[C@@]5(C)CC[C@H](O)C(C)(C)[C@@H]5CC[C@@]4(C)[C@]3(C)CC[C@@]2(C(=O)n2ccnc2)CC1,73,78,78,95,/,76,/,98,131
Cn1c(=O)cc(OCC(=O)N/N=C/c2ccc(Br)cc2)c2ccccc21,82,93,97,104,104,99,97,97,107
N#Cc1c(NC(=O)Nc2ccc(Cl)c(C(F)(F)F)c2)sc2c1CCCC2,88,92,99,/,101,101,80,97,100
COc1ccc(NC(=O)c2ccc(Nc3ncnc4c3cnn4-c3cccc(Br)c3)cc2)cc1,77,91,100,80,96,94,88,99,114
CC(C)OC(=O)COc1ccc(F)cc1F,80,95,111,/,102,103,95,103,108
CCCCCCCn1ncc2c(N[C@H](C)c3ccccc3)ncnc21,86,96,99,108,110,103,85,97,116
C=C1CN(c2ccc(N(C)C)cc2)C1=O,102,90,110,123,109,111,97,99,102
COc1ccc(C(=O)/C=C/c2c(Cl)nc3c(c(C)nn3-c3ccccc3)c2-c2ccc(Br)cc2)cc1,88,99,106,101,109,101,100,92,106
C=CCn1c(SC/C(=N\O)c2ccc(Cl)cc2)nnc1-c1c[nH]c2ccccc12,60,81,75,94,88,90,75,89,99
O=C(Nc1cccc(Cl)c1)Nc1cccc(Cl)c1,73,/,52,132,79,59,78,77,74
O=C1CCC(Nc2ccnc(Cl)c2)N1 (stereo not drawn),92,71,100,104,105,106,/,94,91
COc1ccc(C2CC(=O)Nc3c2ncn3-c2ccc(Cl)cc2)cc1 (stereo not drawn),91,59,108,/,100,97,89,90,104

(further entries)
Molecule,UO-31,NCI-H522,NCI-H460,RXF 393,NCI-H322M,ACHN,CAKI-1,786-0,TK-10
CCCCCOC(=O)Nc1ncccn1,93,89,107,107,106,105,98,98,101
Cc1nc([N+](=O)[O-])cn1CC(Cl)Cn1cc([N+](=O)[O-])nc1C,86,94,103&107,108&118,97&106,107&106,93&108,97&98,106&102
COC(=O)/C(CCC=C(C)C)=C1\[C@@H](OC(C)=O)C[C@@]2(C)[C@H]1C[C@@H](O)[C@H]1[C@@]3(C)CC[C@H](NC(=O)c4cnccn4)[C@@H](C)[C@@H]3CC[C@@]12C,86,90,109,107,108,101,92,92,117
CCOC(=O)N(CC)CC,97,/,97,95,108,100,96,97,111
Clc1ccc2nc3nc4ccc[nH]c4cc3c2c1,78,81,54,116,65,86,/,105,43
O=C1c2ccccc2C(=O)N1C1CCCCC1,87,92,106,/,93,101,98,94,87
C#CCOc1ccccc1C(OC(=O)c1cccc(OC)c1)C(=O)NC(C)(C)C(C)(C)C (stereo not drawn),68,77,96,71,85,92,70,91,100
Cc1nc(N)[nH]c(=O)c1CCO,82,87,115,117,101,111,106,105,104
CCC(CC)NC(C)CO (stereo not drawn),97,82,107,110,115,110,99,102,97
CSc1cc(C)nc(N)n1,84,96,109,113,104,106,85,103,109
O=c1/c(=C/N2CCc3ccccc32)sc2ncnn12,97,97,106,113,101,108,105,107,102
C=CCn1c(SCC(=O)N2CCN(c3cc4c(cc3F)c(=O)c(C(=O)O)cn4C3CC3)CC2)nnc1-c1cc(OC)c(OC)c(OC)c1,91,87,108,106,109,102,98,81,/
Clc1ccc(Nc2nnc(COc3ccccc3)c3ccccc23)cc1,-12*,-17*,3.1*,-5.9*,21,3.4*,15,5.3*,-18*
Cc1ccc(S(=O)(=O)Cl)c(Cl)c1,82,93,107,102,101,97,96,98,102
Cc1nc2c(-c3ccc(Cl)cc3)nc3ccc(Cl)cc3c2c(=O)n1N,90,117,109,120,99,103,108,81,120
Cn1cc(-c2csc(-c3ccccc3)n2)c2ccccc21,82,81,106,105,85,90,98,105,110
COc1cc(/C=C2\CN(C)CC3=C2Nc2nc(SC)[nH]c(=O)c2C3c2cc(OC)c(OC)c(OC)c2)cc(OC)c1OC (stereo not drawn),52,38,10,70,87,39,15,67,/
O=C(NCc1cccc(C(F)(F)F)c1Cl)C1CCC(=O)N1c1cccs1 (stereo not drawn),78,81,107,96,97,96,91,95,97
CCOc1ccccc1CNCC(=O)N(CC(=O)N(CC(N)=O)Cc1ccccc1C)Cc1ccc(C(C)(C)C)cc1,71,94,96,60,97,95,85,65,96
Cc1cccc(N2CCN(c3ncnc4sc5c(c34)CCNC5)CC2)c1,64,78,71,89,77,91,72,107,89
CC1(C)N=C(Oc2cc(Cl)cc(Cl)c2)NC(=S)N1,/,108,108,103,105,111,91,104,103
CN(N)c1cn[nH]c(=O)c1Cl,89,85,102,106,101,104,100,101,115
COc1ccc(-c2c(-c3nc4ccccc4s3)c(N)nc3c(C(N)=O)c(Nc4ccc(Cl)cc4)nn23)cc1,75,104,111,109,92,96,93,104,148
CSC[C@H](NC(=O)COc1cccc2cnccc12)C(=O)NC(Cc1ccccc1)C(O)C(=O)N1CSC[C@H]1C(=O)NC(C)(C)C (stereo partly drawn),94,72,125,100,96,109,95,80,139
O=C(CSc1nc2ccccc2c(=O)n1-c1ccc(Cl)cc1)Nc1ccc(-c2nc3ccccc3[nH]2)cc1,-39*,16,-13*,-35*,37,3.3*,-68*,-77*,-32*

A draw from above in order of count of non-hydrogen atoms, lowest first.
Molecule,UO-31,NCI-H522,NCI-H460,RXF 393,NCI-H322M,ACHN,CAKI-1,786-0,TK-10
CN(N)c1cn[nH]c(=O)c1Cl,89,85,102,106,101,104,100,101,115
C#CCOc1ccccc1C(OC(=O)c1cccc(OC)c1)C(=O)NC(C)(C)C(C)(C)C (stereo not drawn),68,77,96,71,85,92,70,91,100
C=CCn1c(SCC(=O)N2CCN(c3cc4c(cc3F)c(=O)c(C(=O)O)cn4C3CC3)CC2)nnc1-c1cc(OC)c(OC)c(OC)c1,91,87,108,106,109,102,98,81,/

The results go on:
Molecule,UO-31,NCI-H522,NCI-H460,RXF 393,NCI-H322M,ACHN,CAKI-1,786-0,TK-10
Cc1cc(C)c2c(=O)[nH]c(=S)[nH]c2n1,91,71,108,114,95,96,98,100,79
O=C(Nc1ccccc1F)Nc1ccccc1Cl,98,55,92,/,103,91,/,107,125
CCOc1ccc2nc(N(C=O)Cc3ccc(C(C)C)cc3)sc2c1,80,97,107,107,104,103,90,103,104
CCC1(c2ccc(Cl)cc2)SCCS1,86,78,103,122,100,107,94,100,105
NC(=O)SCC(=O)Nc1ccc(O)cc1,66,83,105,114,107,98,99,87,92
CN1C(=O)/C(=C\c2ccc(F)cc2)c2ccccc21,55,82,93,89,79,81,73,90,114
CCCCCCCCCC(=O)CCCCCCC,90,/,105,96,100,100,113,101,100
O=C1c2ccccc2CC2(O)C(c3ccccc3)NCC(O)CN12 (stereo not drawn),93,96,107,107,102,110,93,106,102
CCC(=O)c1c(C)[nH]c(C)c1C,67,56,56,80,95,-33*,46,99,99
CCC(O)(CC)C(F)(F)Cl,80,/,110,102,99,102,73,97,97
NC(=O)n1[nH]c(N)c(N=Nc2ccc(S(=O)(=O)N=C(N)N)cc2)c1=O,96,99,108,101,106,101,92,95,97
COc1ccc2cc(S(=O)(=O)O)ccc2c1N,/,/,110,114,130,101,95,/,106

Four records picked at random from the list so far:
Molecule,UO-31,NCI-H522,NCI-H460,RXF 393,NCI-H322M,ACHN,CAKI-1,786-0,TK-10
CCC(=O)c1c(C)[nH]c(C)c1C,67,56,56,80,95,-33*,46,99,99
CN1C(=O)/C(=C\c2ccc(F)cc2)c2ccccc21,55,82,93,89,79,81,73,90,114
COc1ccc2cc(S(=O)(=O)O)ccc2c1N,/,/,110,114,130,101,95,/,106
Cc1cc(C)c2c(=O)[nH]c(=S)[nH]c2n1,91,71,108,114,95,96,98,100,79
